Screening data deposited in PubChem by several laboratories.
IDE inh: human IDE inhibitors in live cells, primary screen, fluorescence polarization, HEK cells, FAbetaB substrate; hit rate 0.41% among 320,000; Insulin-degrading enzyme (Homo sapiens), P14735; inhibition, % at 5.59 µM; FAbetaB cleavage;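 active = percent inhibition above the average of all tested compounds plus 3 SD, set per screening campaign, cut at about 16% in these data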;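 also: IDE supplied by intact live HEK cells; FP after avidin binding of uncleaved biotin substrate so inhibition keeps polarization high; 0% = DMSO wells and 100% = 60 µM reference IDE inhibitor Ii1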
Target sequence (P14735 whole entry, looked up): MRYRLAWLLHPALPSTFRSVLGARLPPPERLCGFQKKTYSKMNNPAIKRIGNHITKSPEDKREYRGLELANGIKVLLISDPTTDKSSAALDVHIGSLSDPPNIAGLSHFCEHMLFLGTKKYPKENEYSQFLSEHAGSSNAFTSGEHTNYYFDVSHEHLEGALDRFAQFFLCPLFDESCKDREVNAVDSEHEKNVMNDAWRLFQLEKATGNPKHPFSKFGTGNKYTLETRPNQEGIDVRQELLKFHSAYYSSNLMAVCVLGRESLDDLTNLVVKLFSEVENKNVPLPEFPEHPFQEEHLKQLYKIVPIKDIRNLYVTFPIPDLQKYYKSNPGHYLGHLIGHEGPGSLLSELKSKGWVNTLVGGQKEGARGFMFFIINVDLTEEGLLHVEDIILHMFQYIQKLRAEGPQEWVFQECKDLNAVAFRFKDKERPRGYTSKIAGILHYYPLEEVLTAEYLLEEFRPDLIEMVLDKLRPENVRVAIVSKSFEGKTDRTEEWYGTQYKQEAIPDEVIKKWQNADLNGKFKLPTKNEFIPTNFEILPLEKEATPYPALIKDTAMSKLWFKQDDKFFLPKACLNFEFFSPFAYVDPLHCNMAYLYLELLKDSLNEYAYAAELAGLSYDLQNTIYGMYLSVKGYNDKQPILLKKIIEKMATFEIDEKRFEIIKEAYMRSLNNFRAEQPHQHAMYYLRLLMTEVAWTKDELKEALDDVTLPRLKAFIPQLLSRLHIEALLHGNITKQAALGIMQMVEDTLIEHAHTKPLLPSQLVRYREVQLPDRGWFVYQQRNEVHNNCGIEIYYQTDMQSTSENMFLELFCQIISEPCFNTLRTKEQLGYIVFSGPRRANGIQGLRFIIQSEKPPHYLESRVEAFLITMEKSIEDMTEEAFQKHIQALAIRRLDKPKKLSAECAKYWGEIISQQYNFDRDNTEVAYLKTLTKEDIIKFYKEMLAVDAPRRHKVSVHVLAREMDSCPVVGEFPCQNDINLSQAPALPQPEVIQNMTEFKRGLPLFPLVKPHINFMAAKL
M18AAP inhibitor: PfM18AAP inhibitors, malaria aminopeptidase, primary screen, biochemical, QFRET, recombinant enzyme | inhibition, % at 7.35 µM | hit rate 1.2% among 290,000 | M18 aspartyl aminopeptidase (Plasmodium falciparum 3D7) | H-Glu-NHMec fluorogenic cleavage;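 active = inhibition above the campaign mean inhibition over all tested compounds plus 3 SD, cut at about 28% in these data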;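 also: 0% = plate median of test compound wells and 100% = 2 mM ZnCl2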
GPR7 antag: GPR7 receptor antagonists, primary screen, cell-based, fluorescence, single concentration | AID 1861, 2009 | GPR7-expressing cells, fluorescence antagonist assay | inhibition, % at 4.4 µM | hit rate 1.1% among 290,000; in the data active = inhibition above about 16%, passing the limit was not always enough;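 also: cells stimulated with the agonist NPW; 0% = agonist with vehicle and 100% = vehicle without agonist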
NALP1 yeast inh: NALP1 inflammasome inhibitors in reconstituted yeast, colorimetric, S. cerevisiae, triplicate retest; inhibition, % at 10 µM; hit rate 0.61% among 280,000; S. cerevisiae NALP1/ASC/caspase-1 growth, X-gal OD620, 72 h; in the data active = inhibition mostly above about 24%, no sharp cut-off; inactive = mostly below about 32%; also: some compounds called inactive have numbers as strong as hits
pCIP destab: p/CIP-EGFP fusion destabilizers, primary screen, fluorescence, F442A cells | decrease of EGFP signal, % at 10 µM | hit rate 0.01% among 290,000 | 16 h;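 active = EGFP signal decrease of at least 30% at 10 µM or well 3 SD below plate mean, unless failing retest; inactive = the rest, including hits failing retest or dose response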; also: some compounds called inactive have numbers as strong as hits; many of its hits are not listed in these tables
IDE act: human IDE activators in live cells, primary screen, fluorescence polarization, HEK cells, FAbeta-B substrate; FAbeta-B cleavage; 0% vehicle, 100% cell-free pure enzyme wells; activation, % at 5.96 µM; hit rate 0.073% among 340,000;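 active = activation above the mean of all tested compounds plus 3 SD, set per screening campaign, cut at about 17% in these data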
VIM-2 inhibitor: VIM-2 metallo-beta-lactamase inhibitors, primary screen, biochemical, epi-absorbance readout, Pseudomonas aeruginosa enzyme; purified VIM-2, nitrocefin hydrolysis, epi-absorbance fluorescence; inhibition, % at 5.6 µM; hit rate 0.89% among 290,000;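 active = inhibition above the mean of all tested compounds plus 3 SD, cutoff set per screening run, cut at about 7.5% in these data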;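 also: red hydrolysis product quenches plate fluorescence so inhibitors raise well fluorescence; 0% = enzyme with DMSO and 100% = DMSO without enzyme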
PHOSPHO1 inh: PubChem AID 1565 | recombinant PHOSPHO1, absorbance phosphatase assay | inhibition, % at 13.3 µM | Phosphoethanolamine/phosphocholine phosphatase (Homo sapiens), Q8TCT1 | hit rate 1.1% among 290,000; in the data active = inhibition above about 60%
IMP-1 inhibitor: IMP-1 metallo-beta-lactamase inhibitors, primary screen, biochemical, epi-absorbance readout, Pseudomonas aeruginosa enzyme; metallo-beta-lactamase IMP-1 (Pseudomonas aeruginosa); purified IMP-1, nitrocefin hydrolysis, epi-absorbance fluorescence; inhibition, % at 5.6 µM; hit rate 0.45% among 290,000; AID 1556, 2009;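 active = inhibition above the mean plus 3 SD of all compounds in the same screening run, cut at about 4.5% in these data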;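 also: 0% = IMP-1 with DMSO and 100% = DMSO wells lacking enzyme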
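System – purified recombinant IMP-1 beta-lactamase · Input – IMP-1 dispensed at 0.2 nM · Timing – 15 min preincubation plus 25 min reaction at 25 °C · Signal – Epi-absorbance fluorescence, 480 nm excitation, 530 nm emission · Measure – percent IMP-1 inhibition derived from blank-referenced optical density · Controls – Enzyme-plus-DMSO low control, enzyme-free DMSO high control · Replication – singlicate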
* = called active by the depositor; / = not tested or not shown.

Sequence of screens: VIM-2 inhibitor, IDE inh, GPR7 antag, NALP1 yeast inh, pCIP destab, M18AAP inhibitor, IDE act, PHOSPHO1 inh, IMP-1 inhibitor
- CC(=O)C(C)n1cnc2scc(-c3ccc(C)cc3)c2c1=O (stereo unspecified)
 : -1.2, 0, 17, -5, -4, 1, -1, -11, -0.5
- COc1ccc(/C=N/NC(=O)Cc2n[nH]c(=O)[nH]c2=O)cc1
 : -2.5, -3, -7, /, 8, 1, 7, 8, -0.5
- O=C(COC(=O)C1(c2cccc(F)c2)CCCC1)NCc1cccs1
 : -1.9, 3, -1, 24, 2, 1, 5, 53, -1.1
- C=CCn1c(COc2ccccc2F)nnc1SCC(=O)NC(=O)NCc1ccco1
 : 0.5, 4, 1, -14, -19, 5, 6, 81*, -1.0
- CC(C)NC(=O)CSc1nnc(-c2ccc(F)cc2)c2ccccc12
 : -1.4, -2, -18, -6, 8, 0, 1, 0, -1.7
- CCOC(=O)c1c(NC(=O)CSc2nnc(-c3ccc(OC)cc3)o2)sc2c1CCC2
 : -1.6, 6, -7, /, /, -2, -1, /, -2.7
- C#CCOCCOCCOCCNc1nc(N2CCN(C(=O)C([C@@H](C)CC)n3cc(C(N)Cc4ccc(O)cc4)nn3)CC2)nc(N2CCN(C(=O)[C@H](CCC(=O)O)n3cc(C(N)CC(C)C)nn3)CC2)n1 (stereo partly specified)
 : -3.2, 1, -11, 7, 0, -1, 2, 4, -3.6
- Cc1cc(CN2C(=O)c3ccccc3C2=O)cc(N2CCOCC2)c1
 : -2.1, -3, -2, 6, -2, -7, -3, -5, -1.6
- CC[N+](CC)(CC)C/C=C/CN1CCCCC1
 : 1.8, 4, -5, 6, -6, -2, 3, -19, -3.3
- CC1(C)NC(C)(C)/C(=C\c2cccs2)C(=O)C1=O
 : -2.1, 2, -8, -8, -4, 6, 5, 29, -0.4
- O=C(CSc1ncn[nH]1)NC1CC2CCC1C2 (stereo unspecified)
 : -2.4, -2, -5, 6, -14, 8, 4, -10, -4.6
- Cc1cc(Cl)c2oc(C(=O)NCCN3CCOC3=O)c(C)c2c1
 : 2.2, 5, 0, 3, -4, -1, -1, 44, -2.4
- CC1CC(NC2=NCCS2)CC(C)(C)C1 (stereo unspecified)
 : -0.3, 8, 17, 5, 3, -4, 4, -14, -1.6
- CCc1ccc2[nH]c(O)c(N=NC3=NC(=O)CS3)c2c1
 : -2.8, -8, -6, -5, 1, 0, 2, 15, -4.4
- O=C(Oc1ccc2ccc(=O)oc2c1)c1ccccc1
 : 1.3, 0, 26, 18, 8, -3, -1, 41, -1.5
- Cc1cc(C)c(OCC(=O)OCC(=O)NC2CCCCCCC2)c(C)c1
 : -2.2, -3, -18, 3, 2, -5, 6, 17, -1.9
- O=C(N/N=C/c1ccc(O)c(Br)c1)c1cc2c(ccc3ccccc32)o1
 : 0.2, /, -5, 13, -6, 2, 3, 17, -2.3
- COCCn1nnnc1C(c1ccccc1)N1CCN(Cc2ccc3c(c2)OCO3)CC1 (stereo unspecified)
 : 1.9, 2, 7, 9, -3, 1, 3, 6, 0.5
- C=CCNC(=O)C1CCN(S(=O)(=O)CC)CC1
 : -1.0, 2, -13, 12, -12, -9, 3, 38, 2.3
- Cc1ccc(S(=O)(=O)Nc2nc(C)cc(NN)n2)cc1
 : -2.2, 1, -20, /, 3, 40*, -8, 19, -1.2
- COc1ccccc1Oc1ccc(S(=O)(=O)N2CCN(C)CC2)cc1
 : -2.8, 1, -5, -3, -13, 2, 4, 6, -2.6
- CCn1c(N2CCN(C(=O)c3ccco3)CC2)nc2ccccc21
 : -0.6, 1, -6, 17, -6, 0, 5, /, -1.1
- Cc1nn(Cc2ccccc2)c(C)c1C(=O)NCCN1C(=O)S/C(=C\c2ccccc2)C1=O
 : 1.1, 4, 11, 12, -15, 1, -4, -6, -0.8
- Cc1ccc(C(=O)N2C3=C(CCCC3)C(=O)NC23CCCCC3)cc1
 : -1.0, 4, -1, 6, 7, -4, 0, -20, -2.5
- COC(=O)c1ccccc1NCC(=O)c1ccc(OC)cc1
 : 0.9, 9, 19, 14, 2, 20, -3, -29, 1.7
- CC(O)c1nc2ccccc2n1CC(=O)N1CCN(c2ccccc2)CC1 (stereo unspecified)
 : -0.3, 3, 5, 17, -7, 1, 5, 27, -3.3
- COc1ccc2[nH]c3c(=O)n(N)c(=O)[nH]c3c2c1
 : -2.5, /, -5, -117, -5, -1, 0, 44, -1.8
- CNc1nc2c(c(=O)n(C)c(=O)n2C)n1Cc1ccccc1
 : -5.2, 8, -3, 7, -11, -1, -4, 9, -3.2
- O=C(COc1ccccc1O)Nc1ccc(Cl)cc1
 : -0.4, 5, -16, 12, -8, 4, -4, 8, -3.4
- OC(COc1ccc2cc(Br)ccc2c1)CN1CCCC1 (stereo unspecified)
 : -5.0, 2, 5, 14, 7, -4, -19, 0, 3.0
- COc1ccc(C(=O)OCC(=O)Nc2ccc(F)cc2F)cc1OC
 : -2.3, 0, -10, 0, -8, -2, 5, -19, -2.0
- Cc1cc(C)[n+](-c2ccc(Oc3ccccc3)c(S(=O)(=O)[O-])c2)[nH]1
 : -1.5, 1, -3, 2, -19, 0, 2, 24, 0.9
- C/C(=N/NC(=O)c1cccs1)c1c(C)[nH]n(-c2nc3ccccc3s2)c1=O
 : -1.4, -1, -5, 31, -10, -7, 5, -10, -3.2
- COC1OC(COC(=O)c2ccccc2)C(OC(=O)c2ccccc2)C1OC(=O)c1ccccc1 (stereo unspecified)
 : -0.1, -3, -23, 23, -6, -15, 5, 33, -0.6
- Cc1c(N=Cc2cccnc2)c(=O)n(-c2ccccc2)n1C
 : -3.4, 7, -3, 8, -8, -7, 7, -8, -3.1
- CCCOc1ccc(N2C(=O)CC(N(Cc3ccc(OC)cc3)C(=S)Nc3ccccc3)C2=O)cc1 (stereo unspecified)
 : -3.7, 4, -5, 15, -20, -3, -1, -15, -2.4
- CS(=O)(=O)c1ccc(Cl)c(NC(=O)COC(=O)CNC(=O)c2ccccc2)c1
 : -2.4, 7, 2, 4, -12, -8, -1, 32, -4.4
- CCCCNC(=O)c1cccc2c(=O)c(C)c(-c3ccccc3)oc12
 : 2.4, 11, -11, 16, 3, -2, -2, -9, 2.7
- CC/C(=N\NC(=O)c1ccc2c(c1)OCO2)c1ccccc1
 : -2.5, /, 3, 4, -10, 5, 0, 53, -2.1
- O=C(CSc1ccc(F)cc1)N1CCN(S(=O)(=O)c2ccccc2)CC1
 : -1.9, 5, -2, 17, -7, -7, 3, 5, -0.2
- CC(Sc1nnc(-c2ccccc2)c(-c2ccccc2)n1)C(=O)Nc1ncc(Cl)cc1Cl (stereo unspecified)
 : -1.9, 0, -4, 33, 6, -4, 4, -1, -2.4
- CC(=O)Nc1ccc(S(=O)(=O)N2CCN(CCN3CCOCC3)CC2)cc1Cl
 : -2.8, -5, -4, /, 13, -5, 6, 24, -3.5
- O=C(O)c1nn2cc(CCO)cnc2c1Cl
 : -0.5, -2, 3, 5, -21, 9, -1, -6, -3.3
- CCOC(=O)c1c(C)[nH]c(C)c1S(=O)(=O)NCCc1cccs1
 : -1.8, 1, -13, 3, 4, -3, 8, 34, -2.6
- CCn1cc(C2=NOC(C(=O)Nc3cc(C)nn3-c3ccccc3)C2)c(C)n1 (stereo unspecified)
 : -1.4, 1, -2, 1, -15, -7, -3, -1, -1.8
- O=C(O)c1cc(N/N=C/C(Cl)=C/c2ccccc2)ccc1Cl
 : -2.3, 0, -8, -11, -9, 7, 6, -14, -2.6
- Cc1cccc(OCC(=O)Nc2ccc(NC(=O)c3ccco3)cc2)c1
 : -0.1, /, 7, 7, -6, 0, -1, 18, -2.2
- CCOC(=O)CCC(=O)N1CCNC(=O)C1
 : -0.9, 2, -13, 25, -6, 0, 4, 10, -1.9
- CC(=O)N1c2ccc(S(=O)(=O)N3CCC(C(=O)Nc4ccccn4)CC3)cc2CC1C (stereo unspecified)
 : -6.7, 2, -4, -6, -12, 5, 0, 31, -2.8
- Cc1ccc(C(=O)Cc2cc3ccccc3oc2=O)c(C)c1
 : -0.9, 4, -5, 14, -28, 2, 3, 13, -2.0
- CCO[C@H]1OC(C(=O)N2CCOCC2)=C[C@@H](c2ccccc2)[C@@H]1CCCO
 : -2.7, -6, -3, 1, -22, -2, 3, 32, -3.1
- O=C(Nc1ccc2c(c1)OCO2)c1cc2n(n1)C(C(F)(F)F)CC(c1ccccc1)N2 (stereo unspecified)
 : -2.5, 2, -14, 15, -7, -4, 4, -2, -1.8
- C=CCn1c(SCC(=O)Nc2cc(NC(C)=O)ccc2OC)nnc1-c1ccccn1
 : -1.7, -4, -1, -8, -8, 4, 3, -2, -3.3
- COc1ccc(/C=N/n2c(=O)[nH]c3c([nH]c4ccc(C)cc43)c2=O)cc1CN1CCOCC1
 : 0.0, /, -9, 6, 12, 1, 11, 31, -0.7
- COc1cc(/C=C(\C#N)c2nn(CCO)c(N)c2C#N)cc(OC)c1OC
 : -4.8, 2, -1, -2, -6, 1, 3, 36, -3.0
- COc1ccc(CC(=O)Nc2ccc(S(=O)(=O)NC(C)C)cc2)cc1
 : -4.4, 2, -6, 7, -13, 5, 7, 31, -3.4
- COc1ccc(COC(=O)C2=C(C)NC(=O)NC2c2cccc(Br)c2)cc1 (stereo unspecified)
 : -2.1, 2, 3, 9, -4, 1, -3, 20, -1.6
- COc1ccc(-c2cc(C(=O)Nc3ccc(C(N)=O)cc3)c3ccccc3n2)cc1OC
 : -3.3, 4, -6, -4, 6, -13, 4, -3, -2.8

Ordered by number of heavy atoms (falling): some entries from above.
Sequence of screens: VIM-2 inhibitor, IDE inh, GPR7 antag, NALP1 yeast inh, pCIP destab, M18AAP inhibitor, IDE act, PHOSPHO1 inh, IMP-1 inhibitor
- C=CCn1c(SCC(=O)Nc2cc(NC(C)=O)ccc2OC)nnc1-c1ccccn1
 : -1.7, -4, -1, -8, -8, 4, 3, -2, -3.3
- Cc1cccc(OCC(=O)Nc2ccc(NC(=O)c3ccco3)cc2)c1
 : -0.1, /, 7, 7, -6, 0, -1, 18, -2.2
- CC/C(=N\NC(=O)c1ccc2c(c1)OCO2)c1ccccc1
 : -2.5, /, 3, 4, -10, 5, 0, 53, -2.1
